Screening data: PubChem BioAssay, National Center for Advancing Translational Sciences (NCATS)
HP1b chromo inh = HTS for Inhibitors of HP1-beta Chromodomain Interactions with Methylated Histone Tails. AID 540317, 2011. hit rate 0.56% among 390,000. AlphaScreen HP1-beta / biotin-H3K9me3 peptide binding. Chromobox protein homolog 1 (Homo sapiens), P83916. Potency, µM (highest dose often 114 µM), inactives show at the highest dose activity change, negative = inhibition, usual class: inhibitors; note: potency is the fitted concentration of half-maximal effect; nearly all actives have a fitted effect of over 70% in size; inactives centre near 23
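HP1-beta protein (50 nM final) preincubated 30 min at room temperature with biotinylated H3(1-18)K9me3 peptide (50 nM) in PBS pH 7.4, 0.01% Tween-20, then compound added for 30 min. AlphaScreen streptavidin donor/nickel chelate acceptor beads (10 ug/mL final), 30 min dark, luminescence read.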
JMJD2A Tudor = qHTS Assay for Inhibitors of JMJD2A-Tudor Domain; Lysine-specific demethylase 4A (Homo sapiens), O75164; AlphaScreen JMJD2A-Tudor / H3K4me3 peptide binding; Potency, µM (highest dose often 114 µM), inactives show top-dose activity change, negative = inhibition, usual class: inhibitors; hit rate 4.4% among 390,000; AID 504339, 2011; note: potency is the fitted concentration of half-maximal effect; % is set by controls: 0 for no effect and ±100 for the full control effect; nearly all actives have a fitted effect of over 50% in size
Pin1 inhibitor = qHTS Assay to Find Inhibitors of Pin1 | Peptidyl-prolyl cis-trans isomerase NIMA-interacting 1 (Homo sapiens), Q13526 | Pin1 FP peptide displacement, HiFluor488, 10 min | Potency, µM (top dose mostly 115 µM), inactives show top-dose activity, negative = inhibition, most hits filed as inhibitors | hit rate 0.009% among 390,000; active = well fitted inhibition curve with a large enough effect in the polarisation, with a control signal flat, not every such curve was filed as active; inconclusive = small, poorly fitted or top-dose-only effect, or effect the other way, or a change in a side signal; inactive = no such curve, though single readings can be large or run the other way; the % refers to the polarisation; note: potency is the fitted concentration of half-maximal effect; % is set by controls: 0 for no effect and ±100 for the full control effect
GLS inh = qHTS for Inhibitors of Glutaminase (GLS); Glutaminase kidney isoform, mitochondrial (Homo sapiens), O94925; GLS enzymatic activity, qHTS titration; Potency, µM (highest dose often 45.5 µM), for inactives: top-dose activity change, negative = inhibition, usual class: inhibitors; hit rate 0.21% among 410,000; AID 624170, 2012; note: potency is the fitted concentration of half-maximal effect; % is set by controls: 0 for no effect and ±100 for the full control effect
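Enzyme dispensed in phosphate buffer (45 mM, pH 8.2, 0.02% Tween-20), compounds pinned in, then 1 mM L-glutamine solution and the glutamate oxidase–HRP–Amplex Red mix added; fluorescence read immediately and again after 30 min at room temperature.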
G9a block = qHTS Assay for Inhibitors of Histone Lysine Methyltransferase G9a; AID 504332, 2011; Potency, µM (series often up to 102 µM), without a hit: at the highest dose activity, negative = inhibition, usual class: inhibitors; G9a H3K9 monomethylation, AlphaScreen, 2 h; Histone-lysine N-methyltransferase EHMT2 (Homo sapiens), Q96KQ7; hit rate 8.8% among 350,000; note: potency is the fitted concentration of half-maximal effect; % is set by controls: 0 for no effect and ±100 for the full control effect; nearly all actives have a fitted effect of over 75% in size
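Using a bead-based AlphaScreen, monomethylated H3K9 product from 2 h room-temperature reactions (G9a 20 nM, peptide 500 nM, SAM 20 uM) was detected with 0.5 ug/mL rabbit anti-H3K9me1 antibody.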
Tb PGK inh = qHTS Assay to Find Inhibitors of Phosphoglycerate Kinase; Phosphoglycerate kinase, glycosomal (Trypanosoma brucei brucei), P07378; PGK/GAPDH coupled, Kinase-Glo luminescence, 60 min; Potency, µM (titrated, usually from 57.5 µM), for inactives: top-dose activity change, negative = inhibition, hits mostly inhibitors; hit rate 0.043% among 380,000; note: potency is the fitted concentration of half-maximal effect; % is set by controls: 0 for no effect and ±100 for the full control effect; nearly all actives have a fitted effect of over 60% in size
Target sequence (P07378 whole entry, looked up): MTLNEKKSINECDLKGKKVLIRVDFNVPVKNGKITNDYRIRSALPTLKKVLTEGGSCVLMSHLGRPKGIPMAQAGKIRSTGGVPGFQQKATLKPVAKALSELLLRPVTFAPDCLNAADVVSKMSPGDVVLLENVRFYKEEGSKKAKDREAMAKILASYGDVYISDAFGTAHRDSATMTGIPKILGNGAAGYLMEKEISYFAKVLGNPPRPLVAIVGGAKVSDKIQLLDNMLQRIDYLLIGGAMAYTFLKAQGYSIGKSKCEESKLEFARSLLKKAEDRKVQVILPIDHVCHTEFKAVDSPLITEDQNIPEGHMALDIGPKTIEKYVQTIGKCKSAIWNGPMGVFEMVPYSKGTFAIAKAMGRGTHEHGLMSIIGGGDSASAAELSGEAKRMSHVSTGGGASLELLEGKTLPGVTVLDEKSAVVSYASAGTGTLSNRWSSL
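Luminescent ATP detection (Kinase-Glo Plus) follows a 60-minute room-temperature incubation, with wells lacking PGK as controls. Buffer: 100 mM TEA (pH 7.6), 5 mM MgCl2, 0.01% Tween-20. Coupling enzyme GAPDH (100 nM final) supplies unstable 1,3-BPG in-well.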
BAZ2B block = qHTS Assay for Inhibitors of BAZ2B. Bromodomain adjacent to zinc finger domain protein 2B (Homo sapiens), Q9UIF8. AlphaScreen BAZ2B-H3K14Ac peptide displacement. Potency, µM (series often up to 114 µM), without a hit: at the top dose activity change, negative = inhibition, actives largely listed as inhibitors. hit rate 4.4% among 360,000; note: potency is the fitted concentration of half-maximal effect; % is set by controls: 0 for no effect and ±100 for the full control effect; nearly all actives have a fitted effect of over 60% in size
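Protein-peptide AlphaScreen: BAZ2B 50 nM, b-H3K14Ac 50 nM, 1x PBS pH 7.4 + 0.01% Tween-20. Preincubation 30 min RT; cpd 30 min RT (top 110 uM); beads 20 min RT, light-protected.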
ERG-DNA inh = qHTS for Small Molecule Inhibitors of the ERG Ets/DNA interaction; Transcriptional regulator ERG (Homo sapiens), P11308; fluorescence polarization, His-ERG Ets domain / labelled DNA; Potency, µM (titrated, usually from 76.9 µM), for inactives: at the highest dose FP activity, negative = inhibition, usual class: inhibitors; hit rate 0.028% among 370,000; AID 624246, 2012; active = well fitted inhibition curve with a large enough effect in the polarisation, with a control signal flat; inconclusive = small, poorly fitted or top-dose-only effect, or effect the other way, or a change in a side signal; inactive = no such curve, though single readings can be large or run the other way; the % refers to the polarisation;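 note: polarization taken with two DNA probes labelled with fluorescein and Texas red; potency is the fitted concentration of half-maximal effect; % of control where 0% means no effect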
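His-tagged ERG Ets domain (1 uM in the protein solution; 300mM KCl, 50mM Tris-HCl, 1mM EDTA, 1mM DTT, pH 7.5) received compound, then a probe mix of 5 nM fluorescein-DNA and 100nM Texas-615-DNA. Fluorescence polarization was read for both dyes.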
PI4K2A inh = qHTS for small molecular inhibitors of PI4K2A; Phosphatidylinositol 4-kinase type 2-alpha (Homo sapiens), Q9BTU6; purified PI4K2A, ADP-Glo luminescence, 1 h; active compounds read low; activity change, negative = inhibition, % at 76.9 µM; hit rate 0.13% among 420,000; in the data active = activity change below about -50%; inconclusive = mostly about -30% to -49%;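 note: -100% = wells without enzyme as full effect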
Target sequence (Q9BTU6 whole entry, looked up): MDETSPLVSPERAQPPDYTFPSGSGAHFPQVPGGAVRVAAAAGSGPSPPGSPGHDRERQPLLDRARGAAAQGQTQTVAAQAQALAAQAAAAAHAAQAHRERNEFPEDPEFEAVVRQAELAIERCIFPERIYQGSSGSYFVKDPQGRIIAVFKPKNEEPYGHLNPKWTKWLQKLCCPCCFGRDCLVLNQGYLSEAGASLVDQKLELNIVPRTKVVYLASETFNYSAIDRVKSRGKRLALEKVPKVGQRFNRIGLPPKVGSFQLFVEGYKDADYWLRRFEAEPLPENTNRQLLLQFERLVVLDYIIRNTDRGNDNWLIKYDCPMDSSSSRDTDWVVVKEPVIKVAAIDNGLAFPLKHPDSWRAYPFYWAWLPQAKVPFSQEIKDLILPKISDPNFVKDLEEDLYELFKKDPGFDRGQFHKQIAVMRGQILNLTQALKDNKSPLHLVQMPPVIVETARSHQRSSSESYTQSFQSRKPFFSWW
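ADP-Glo luminescence measured ADP generated by PI4K2A enzyme (4 ug/mL before mixing) with 1.2 mM PI substrate (pre-mix) and 300 microM ATP (pre-mix). Tris pH7.5 buffer with MgCl2, Triton X-100; 1 h reaction at ambient temperature.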
* marks the source's active call; other numbers are inactive results; i = inactive; ? = inconclusive; . = not tested or not shown; [ ] = dose if it differs, or a comment. Unless noted, calls come from the whole dose curve; as a rule, active = well fitted curve in the direction sought with a large enough effect; inconclusive = small, poorly fitted or top-dose-only effect, or another doubt; inactive = no such curve, though single readings can be large; an effect the other way counts as inactive or inconclusive.

HP1b chromo inh | JMJD2A Tudor | Pin1 inhibitor | GLS inh | G9a block | Tb PGK inh | BAZ2B block | ERG-DNA inh | PI4K2A inh | Structure
-1% | -30% | 33%[activator] | -2% | ? | -8% | -38% | 1% | 3 | CCn1c(COc2ccccc2)nnc1SCC(=O)CC(=O)Nc1ccccc1OC
-12% | -33%[57.1 µM] | 0% | 5% | ? | i | -36% | 8% | 5 | CCOc1ccc(-c2nc(N)ncc2-c2ccccc2)c(O)c1
33% | -15% | 3% | -10% | -1%[59 µM] | i | 13% | -14% | -2 | Cc1ccc(-n2c(N)c(C#N)c(-c3ccccc3)c(C#N)c2=O)cc1
31% | -6% | 4% | 1% | -4% | 2% | -3% | -2% | 2 | NC(=O)c1cc(S(=O)(=O)N2CCCC2)ccc1OCCOc1ccccc1F
44%[activator] | 5% | -3% | 14% | -2% | -4% | -26% | 5% | -2 | Cc1cc(C(=O)NN)c(Cl)cc1Cl
-20% | ? | 20% | 4% | ? | -3% | -17%[57.1 µM] | -8% | -6 | Cc1cccc(N2CCN(C(=O)c3cc4ccc5cccnc5c4[nH]3)CC2)c1C
42%[activator] | -5% | 0% | -2% | 75%[activator] | -1% | -4% | 13% | 8 | Cc1cc(=O)oc2cc(OCC(=O)N3CCC(O)CC3)c(Cl)cc12
28% | 3% | 2% | -1% | 14%[59 µM] | -1% | 9% | 4% | -3 | Cc1c(C(=O)N2CCCCC2)sc(NC(=O)c2ccco2)c1C#N
25% | -15% | -6% | 18% | . | 7% | . | -5% | -1 | CC(NC(=O)COC(=O)Cc1cccs1)c1ccc(F)cc1 (stereo unspecified)
-9% | -31% | -4% | -5% | 15% | -8% | 0% | -4% | 0 | CCOc1ccccc1NC(=O)C(=O)CC(=O)c1ccc(OC)cc1
29% | -26% | 9% | 7% | 12%[59 µM] | 10% | -23% | 4% | 3 | Cc1ccc(Cn2c(N3CCNCC3)nc3c2c(=O)[nH]c(=O)n3C)cc1
32% | -11% | -10% | 11% | -4% | -5% | -1% | -9% | -3 | CCOc1ccc(N2CC(C(=O)N3CC(C)OC(C)C3)CC2=O)cc1 (stereo unspecified)
36% | -20% | 1% | -1% | 2%[59 µM] | -3% | -11% | 11% | 8 | Cc1cc(C)cc(NS(=O)(=O)c2c(C(=O)N3CCOCC3)c(C)n(C)c2C)c1
20% | -3% | 13% | 0% | ? | 2% | -3% | -4% | 7 | COc1ccc(NC(=O)COC(=O)c2cc(OC)c(OC)cc2NC(=O)c2ccco2)cc1OC
33% | 10%[57.1 µM] | 1% | 3% | 18% | -1% | -2% | -27% | 8 | Cc1noc(C)c1S(=O)(=O)N1CCCC(C(=O)c2cccc(OC(C)C)c2)C1 (stereo unspecified)

In the list so far, 4 contain four or more nitrogen atoms:
HP1b chromo inh | JMJD2A Tudor | Pin1 inhibitor | GLS inh | G9a block | Tb PGK inh | BAZ2B block | ERG-DNA inh | PI4K2A inh | Structure
-1% | -30% | 33%[activator] | -2% | ? | -8% | -38% | 1% | 3 | CCn1c(COc2ccccc2)nnc1SCC(=O)CC(=O)Nc1ccccc1OC
33% | -15% | 3% | -10% | -1%[59 µM] | i | 13% | -14% | -2 | Cc1ccc(-n2c(N)c(C#N)c(-c3ccccc3)c(C#N)c2=O)cc1
-20% | ? | 20% | 4% | ? | -3% | -17%[57.1 µM] | -8% | -6 | Cc1cccc(N2CCN(C(=O)c3cc4ccc5cccnc5c4[nH]3)CC2)c1C
29% | -26% | 9% | 7% | 12%[59 µM] | 10% | -23% | 4% | 3 | Cc1ccc(Cn2c(N3CCNCC3)nc3c2c(=O)[nH]c(=O)n3C)cc1

More results.
HP1b chromo inh | JMJD2A Tudor | Pin1 inhibitor | GLS inh | G9a block | Tb PGK inh | BAZ2B block | ERG-DNA inh | PI4K2A inh | Structure
18% | -19% | -4% | -6% | -10%[2.33 µM] | -1% | -1% | -1% | -3 | CCOC(=O)[C@H]1[C@H]2COc3ccc(Br)cc3[C@@H]2N2C(=O)c3ccc(Cl)cc3NC(=O)[C@@]12C
-4% | -21% | 1% | -14% | . | 4% | . | 3% | -5 | O=C(COc1ccccc1[N+](=O)[O-])Nc1cccc(S(=O)(=O)N2CCCC2)c1
5% | 3%[11.4 µM] | 0% | -24% | 1%[59 µM] | -24% | -3% | 0% | ? | Clc1cccc(-c2nc(-c3ccccn3)no2)c1
34% | -9% | 27% | -1% | 14% | -6% | 8% | 12% | 0 | COC(=O)c1ccc2c(=O)[nH]c(COC(=O)c3c(-c4ccccc4)noc3C)nc2c1
26% | -8% | 7% | -24% | 6%[12.7 µM] | -2% | 1% | 13% | 6 | O=C(CSc1nnc(-c2ccncc2)n1Cc1ccccc1)NC1CCCCC1
14% | -28% | 2% | 6% | 11%[59 µM] | -11% | -11% | -4% | 1 | COc1cccc(N2CCN(C(=O)CCC(=O)c3ccc(Cl)s3)CC2)c1
28% | -8% | ? | 5% | 39%[activator][59 µM] | -4% | -4% | 2% | -4 | N#C/C(=C(/O)COC(=O)CSc1ccc(Cl)cc1)c1nc2ccccc2[nH]1
19% | 4% | 1% | 14% | -1% | 3% | -5% | . | 1 | O=C(NCCS(=O)(=O)NC1CCCCC1)c1ccccc1
64%[activator] | 27% | -2% | -9% | 123%[activator] | i | 35% | 7% | -7 | Cc1ccccc1SC1CCN(Cc2nc(C3CC3)no2)CC1
35% | -21% | 3% | -2% | -18%[0.501 µM] | -10% | -9% | 0% | 4 | CC(=O)NC12CC3CC(C1)CC(C(=O)N1CCN(S(=O)(=O)c4cccc(C(F)(F)F)c4)CC1)(C3)C2
-37% | ? | 2% | -16% | ? | -10% | 45µM* | 7% | 6 | COc1ccc(NC(C)C(=O)Nc2ccc(C(C)(C)C)cc2)cc1Cl (stereo unspecified)
-12% | -23% | -2% | 6% | -14% | -6% | ? | -1% | -1 | COc1ccc(C(=O)C2CCN(CC(=O)Nc3ccc(OC)cc3OC)CC2)cc1
9% | 22% | 28% | -1% | 45µM* | i | -16% | 5% | 0 | CC(=O)COc1nc2c(c(-c3ccco3)c1C#N)CCc1ccccc1-2
29% | -8% | 3% | 7% | ? | 0% | -19% | -7% | -3 | C=CCNC(=O)/C(=C/c1ccco1)NC(=O)c1ccc(Br)o1
1% | -7% | -8% | ? | -2% | i | -12% | 11% | -6 | Nc1nonc1N/N=C\c1ccccc1
16% | -19% | 6% | 8% | 1%[59 µM] | -6% | -3% | -4% | -1 | CCN(c1ccccc1C)S(=O)(=O)c1nnc(NC(=O)c2ccc(OC)c(OC)c2)s1
24% | -4% | -2% | 2% | 79µM* | -4% | -31% | -11% | -4 | CC1=C(C(=O)OCc2ccccc2)C(c2ccccc2Cl)NC(=O)N1CCCCCC(=O)O (stereo unspecified)
39% | -8% | 1% | 0% | -3% | 0% | 5% | -4% | -4 | O=C(CCc1nnc(CCCCc2ccccc2)o1)NC1CCCC1
31% | -23%[11.4 µM] | 6% | -18% | . | -2% | . | 4% | 2 | COc1ccc(CCNS(=O)(=O)c2ccc(N3CCCC3=O)cc2)cc1
-1% | -31% | 12% | 32%[activator] | -7% | i | -27% | 4% | -5 | N#Cc1ccsc1NC(=O)CN1CCN(c2ccccc2O)CC1
15% | 8% | -9% | ? | -4% | i | -3% | -6% | -6 | N#Cc1nc(/C=C/c2ccccc2)oc1NCCCN1CCOCC1

Outcome played no part in choosing rows; overall some 11% were active at least once.
